RGS4 inh: human RGS4 inhibition | Potency, µM (highest dose often 114 µM), inactives show at the highest dose activity change, negative = inhibition, actives largely listed as inhibitors | Transcreener GDP fluorescence polarization, RGS4-accelerated GTP hydrolysis | P49798 | actives 0.039% (n = 390,000); also: potency is read from the fitted curve at half-maximal effect; % is scaled to controls: 0 for no effect and ±100 for the full control effect; nearly all actives have a fitted effect of over 75% in size; some results filed as inactive show a strong effect at the top dose
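MLSMR compounds (23 nl, pin-transferred) preincubated 10 min at room temperature with a 500nM (2x) first reagent, then RGS4 at 900nM (2x) plus Transcreener GDP mix added; fluorescence polarization (620/688 nm) read before and after 90 min at 30 °C.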
BAZ2B block: BAZ2B (human) inhibition | actives 4.4% (n = 360,000) | Potency, µM (highest dose often 114 µM), without a hit: at the top dose activity change, negative = inhibition, usual class: inhibitors | AID 504333 | Q9UIF8 | AlphaScreen BAZ2B-H3K14Ac peptide displacement; also: potency is read from the fitted curve at half-maximal effect; % is scaled to controls: 0 for no effect and ±100 for the full control effect; nearly all actives have a fitted effect of over 60% in size
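BAZ2B 50 nM plus b-H3(5-23)K14Ac 50 nM, PBS pH 7.4/0.01% Tween-20, 30 min RT; compound added (max 110 uM), 30 min RT; streptavidin donor/Ni-chelate acceptor beads 10 ug/mL final, 20 min dark; AlphaScreen read.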
ERG Ets-DNA blk: ERG Ets/DNA interaction inhibition. fluorescence polarization, His-ERG Ets domain / labelled DNA. AID 624246. actives 0.028% (n = 370,000). P11308. Potency, µM (series often up to 76.9 µM), inactives show top-dose FP activity, negative = inhibition, hits mostly inhibitors; active = well fitted inhibition curve with a large enough effect in the polarisation, with a control signal flat; inconclusive = small, poorly fitted or top-dose-only effect, or effect the other way, or a change in a side signal; inactive = no such curve, though single readings can be large or run the other way; the % refers to the polarisation;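 also: polarization taken with two DNA probes labelled with fluorescein and Texas red; potency is read from the fitted curve at half-maximal effect; % of control where 0% means no effect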
Target sequence (P11308 whole entry, looked up, the tested form may be a part): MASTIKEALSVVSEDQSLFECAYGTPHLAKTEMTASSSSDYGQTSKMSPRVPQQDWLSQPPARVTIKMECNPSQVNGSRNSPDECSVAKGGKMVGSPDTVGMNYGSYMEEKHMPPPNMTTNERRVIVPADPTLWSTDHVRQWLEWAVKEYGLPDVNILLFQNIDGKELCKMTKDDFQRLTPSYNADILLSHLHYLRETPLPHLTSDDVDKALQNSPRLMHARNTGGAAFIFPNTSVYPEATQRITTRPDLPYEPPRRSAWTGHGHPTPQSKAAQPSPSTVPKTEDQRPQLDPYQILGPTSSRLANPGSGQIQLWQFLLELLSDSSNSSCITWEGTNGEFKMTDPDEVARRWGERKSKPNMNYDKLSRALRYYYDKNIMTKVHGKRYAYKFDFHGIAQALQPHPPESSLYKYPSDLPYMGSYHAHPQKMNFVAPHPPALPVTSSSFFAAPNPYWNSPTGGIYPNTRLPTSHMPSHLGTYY
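His-tagged ERG Ets domain (1 uM in the protein solution; 300mM KCl, 50mM Tris-HCl, 1mM EDTA, 1mM DTT, pH 7.5) received compound, then a probe mix of 5 nM fluorescein-DNA and 100nM Texas-615-DNA. Fluorescence polarization was read for both dyes.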
ALOX12 inh: blocks human arachidonate 12S-lipoxygenase. P18054. purified 12hLO, xylenol orange hydroperoxide absorbance. Potency, µM (titrated, usually from 108 µM), for inactives: at the highest dose activity change, negative = inhibition, actives largely listed as inhibitors. actives 1.1% (n = 580,000). AID 1671190; also: potency is read from the fitted curve at half-maximal effect; % is scaled to controls: 0 for no effect and ±100 for the full control effect
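Hydroperoxide product was detected by ferrous iron/xylenol orange as the 573 to 405 nm absorbance ratio. Arachidonic acid at 40 uM (final) was turned over for 30 min at room temperature by 150 nM human 12hLO, pH 7.0 Hepes buffer, after 15 min compound preincubation.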
GLS inh: inhibitors of human glutaminase (GLS); O94925; AID 624170; GLS enzymatic activity, qHTS titration; actives 0.21% (n = 410,000); Potency, µM (doses to about 45.5 µM), for the others: top-dose activity change, negative = inhibition, most hits filed as inhibitors; also: potency is read from the fitted curve at half-maximal effect; % is scaled to controls: 0 for no effect and ±100 for the full control effect
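Read-out is an Amplex red fluorescence increase coupled through glutamate oxidase and HRP, measured before and after 30 min room-temperature incubation. hKGA is in 45 mM KH2PO4 (pH 8.2) with 0.02% Tween-20; glutamine added as 1mM solution.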
JMJD2A Tudor inh: JMJD2A Tudor domain (human) inhibition; AlphaScreen JMJD2A-Tudor / H3K4me3 peptide binding; Potency, µM (doses to about 114 µM), inactives show at the highest dose activity change, negative = inhibition, actives largely listed as inhibitors; actives 4.4% (n = 390,000); AID 504339; also: potency is read from the fitted curve at half-maximal effect; % is scaled to controls: 0 for no effect and ±100 for the full control effect; nearly all actives have a fitted effect of over 50% in size
HP1b chromo inh: HP1-beta chromodomain-methylated histone interaction inhibition | AlphaScreen HP1-beta / biotin-H3K9me3 peptide binding | Potency, µM (highest dose often 114 µM), for inactives: at the highest dose activity change, negative = inhibition, usual class: inhibitors | actives 0.56% (n = 390,000) | AID 540317; also: potency is read from the fitted curve at half-maximal effect; nearly all actives have a fitted effect of over 70% in size; inactives centre near 23
Target sequence (P83916 whole entry, looked up): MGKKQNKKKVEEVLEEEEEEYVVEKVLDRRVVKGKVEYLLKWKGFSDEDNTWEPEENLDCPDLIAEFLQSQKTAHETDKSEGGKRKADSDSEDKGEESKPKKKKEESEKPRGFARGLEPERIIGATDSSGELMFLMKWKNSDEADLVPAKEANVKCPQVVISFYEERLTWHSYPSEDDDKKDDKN
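Compound inhibition of the preformed complex between 50 nM HP1-beta and 50 nM biotinylated H3K9me3 peptide was read by AlphaScreen. Buffer was PBS pH 7.4 with 0.01% Tween-20. Incubations ran 30 min at room temperature, with 10 ug/mL donor/acceptor beads.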
G9a inh: blocks human histone lysine methyltransferase G9a; Q96KQ7; G9a H3K9 monomethylation, AlphaScreen, 2 h; Potency, µM (doses to about 102 µM), inactives show at the top dose activity, negative = inhibition, usual class: inhibitors; actives 8.8% (n = 350,000); AID 504332; also: potency is read from the fitted curve at half-maximal effect; % is scaled to controls: 0 for no effect and ±100 for the full control effect; nearly all actives have a fitted effect of over 75% in size
Target sequence (Q96KQ7 913-1193 limits assumed): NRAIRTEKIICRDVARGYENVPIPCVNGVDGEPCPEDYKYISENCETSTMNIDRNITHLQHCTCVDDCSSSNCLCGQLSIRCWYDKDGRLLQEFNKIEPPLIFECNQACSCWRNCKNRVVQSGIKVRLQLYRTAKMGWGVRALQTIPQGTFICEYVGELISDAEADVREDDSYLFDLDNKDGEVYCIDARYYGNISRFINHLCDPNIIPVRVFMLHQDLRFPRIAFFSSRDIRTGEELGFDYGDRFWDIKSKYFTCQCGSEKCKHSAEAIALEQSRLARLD
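Quantitative HTS format: methyltransferase activity on a biotin-tagged H3K9 peptide is measured by AlphaScreen, using a rabbit anti-monomethyl-H3K9 antibody with streptavidin donor and anti-IgG acceptor beads. Final levels are 20 nM enzyme, 500 nM peptide, 20 uM SAM; 2 h RT.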
PI4K2A block: inhibitors of human PI4K2A | Q9BTU6 | purified PI4K2A, ADP-Glo luminescence, 1 h; hits give low values | activity change, negative = inhibition, % at 76.9 µM | actives 0.13% (n = 420,000); in the data active = activity change below about -50%; inconclusive = mostly about -30% to -49%;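 also: -100% = wells without enzyme as full effect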
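PI4K2A activity was measured by ADP-Glo luminescence: enzyme (4 ug/mL stock) and phosphatidylinositol (1.2 mM stock) in Tris pH 7.5/MgCl2/EGTA/Triton X-100 buffer were reacted with ATP (300 microM stock) for one hour at ambient temperature.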
* marks the source's active call; other numbers are inactive results; ? = inconclusive; · = not tested or not shown; & = joins results of further samples; [ ] = dose if it differs, or a comment. Unless noted, calls follow the shape of the dose curve; as a rule, active = well fitted curve in the direction sought with a large enough effect; inconclusive = small, poorly fitted or top-dose-only effect, or another doubt; inactive = no such curve, though single readings can be large; an effect the other way counts as inactive or inconclusive. This is a subset; rates above refer to the full screens.

no.	smiles	G9a inh	HP1b chromo inh	BAZ2B block	PI4K2A block	RGS4 inh	JMJD2A Tudor inh	ALOX12 inh	ERG Ets-DNA blk	GLS inh
1	Cn1c(=O)oc2cc(S(=O)(=O)N3CCCC(C(=O)N4CCN(c5ccc(Cl)cc5)CC4)C3)ccc21 (centres undefined)	2%[59 µM]	42%[activator]	-3%	-4	12%	-12%	-13%	-4%	7%
2	COC(=O)c1ccc(CC(C(=O)c2ccccc2)N(C)C)cc1 (centres undefined)	?	15%	-23%	-4	4%	-32%	28%	14%	-4%
3	CCCC(=O)N(C)C1=Nc2ccc(Cl)cc2C(c2ccccc2)=[N+]([O-])C1	9%	21%	-19%	1	9%	-15%	-20%	14%	-7%
4	O=C1CC(N2CC=C(c3ccc(F)cc3)CC2)C(=O)N1c1ccc(F)cc1 (centres undefined)	25µM*	31%	-12%	4	-1%	?	?	3%	12%
5	Cc1nccc2c1[nH]c1ccccc12	-14%[59 µM]	26%	-16%	-3&1	20%[56.9 µM]	-4%	?	1%	-2%
6	CN(C)c1ccc(C(O)P(=O)(OC2CCCCC2)OC2CCCCC2)cc1 (centres undefined)	-18%[59 µM]	-5%	45µM*	3	16%	?	0%	19%	25%
7	O=C(CN1CC(c2ccccc2)CC1=O)Nc1ccc(F)cc1 (centres undefined)	-3%[59 µM]	38%	4%	2	12%	-11%	320%[activator]	9%	3%
8	CC1([N+](=O)[O-])COP(=O)(Nc2ccc(F)cc2)OC1 (centres undefined)	·	37%	·	4	5%	-5%	-7%	3%	5%
9	COc1ccc(OC)c(CN2CCN(C(=O)Cc3ccccc3)CC2)c1	5µM*	?	?	6	-17%	18µM*	?	-26%	2%
10	CSc1nc2ccccc2c(=O)n1-c1cccnc1	6%	28%	-3%	5	-53%	8%	350%[activator]	7%	-2%
11	CCCC(=O)C1C(=O)NC(=O)NC1=O	·	8%	-36%	-3	4%	-23%	?	-7%	5%
12	COc1ccc(-n2c(O)c(C(C)=NCc3ccco3)c(=O)[nH]c2=O)cc1	-16%[59 µM]	33%	0%	2	-34%	-8%	-2%	-4%	4%
13	Cc1ccccc1NC1=NCC(C)S1 (centres undefined)	17%[59 µM]	25%	4%	-1	14%	-11%	19%	-3%	5%
14	CCN1CCN(C(=O)COc2ccc(S(=O)(=O)N3CCOCC3)cc2C)CC1	-8%	20%	-7%	-4	-11%	-5%	-3%	-4%	-3%
15	CN(C(=O)Oc1cccc2ccccc12)C1C=CCC1 (centres undefined)	·	85%[activator]	·	-8	-20%	20%	?	11%	-1%
16	COC(=O)C1=C(c2ccc(-c3ccccc3)c(F)c2)C[C@@H]2CC[C@H]1N2C(=O)N1CCc2cc(OC)c(OC)cc2C1	7%[2.33 µM]	1%	?	7	6%	?	-22%	0%	3%
17	Cc1ccccc1CN1CCN(c2ccc(Cl)cc2)CC1	13µM*	-12%	?	10	13%	4µM*	-20%	5%	-14%
18	Cc1ccc(-n2c(-c3ccc([N+](=O)[O-])cc3)nc3ccccc3c2=O)cc1	7%[59 µM]	-15%	-38%	0	15%	?	-2%	-1%	7%
19	COc1ccc(Oc2cc(NC(=O)c3nn(C)cc3[N+](=O)[O-])cc([N+](=O)[O-])c2)cc1	15%	1%	-1%	-2	-31%	-4%	-1%	2%	6%
20	CC[C@@H](O)C[C@H]1CCC[C@@]2(C[C@@H]3OC(=O)/C=C/[C@@](C)(O)[C@@H](O)[C@H](C)[C@@H](O)[C@H](OC4CCC(N(C)C)C(C)O4)[C@@H](O)[C@](C)(O)CCCCC/C=C/[C@@H]4CC(C)(C)O[C@@]4(O)C[C@H](O2)[C@H]3C)O1 (some centres undefined)	·	18%	·	-1	7%	-15%	21%	-6%	-2%
21	Cc1nn(-c2ccccc2)c2c1C(c1ccc3c(c1)OCO3)SCC(=O)N2 (centres undefined)	?	-7%	-2%	-1	-9%	-18%	?	·	-8%
22	O=C(c1c[nH]cc1-c1ccccc1)c1cccc2ccccc12	25µM*	?	25µM*	2	-10%	-12%	34%[activator]	-8%	5%
23	O=C(c1ccccc1)C(CN1CCCC1)c1ccccc1 (centres undefined)	-10%[59 µM]	37%	10%	34	?	-4%	-13%	1%	11%
24	ClCCN(CCCl)c1ccc(C=NNc2ncccn2)cc1	·	-7%	·	-3	-9%	-30%	-21%	5%	11%
25	CN(C)C(=S)SC(=S)N(C)C	2.5µM*	·	·	1	·	·	?	·	-8%
26	O=C(O)c1ccc(-[n+]2c(-c3ccccc3)cc(-c3ccccc3)cc2-c2ccccc2)cc1	17%[2.33 µM]	46%[activator]	6%	0	-46%	-17%	-7%	-6%	3%
27	COc1ccccc1NC1=NCCS1	-3%	11%	3%	1	8%	-9%	7%	-1%	15%
28	CC(=O)[C@@]1(O)CC[C@H]2[C@@H]3CCC4=CC(=O)CC[C@]4(C)[C@H]3CC[C@@]21C	-3%	39%[activator]	1%	-11&1&-1	5%[56.9 µM]	-18%	1%&-13%	19%	-1%&1%
29	NCCNc1ccc([N+](=O)[O-])c2cccnc12	-20%	29%	-13%	15	7%	-15%	-18%	1%	3%
30	COc1ccc2c(c1O)C13CCN(C)C(C2)C1CCC(=O)C3 (centres undefined)	·	25%	·	1	13%	-9%	-11%	-2%	21%
31	CC1C(=O)OC2CCN3CC4OC4(COC(=O)C(C)(O)C1(C)O)C23 (centres undefined)	·	37%	·	6	9%	8%	-4%	0%	4%
32	Cn1c(SCC(=O)N2CCOCC2)nnc1-c1cccc(NC(=O)c2ccccc2)c1	10µM*	14%	·	3	-1%	89µM*	8%	5%	2%
33	Cc1ccccc1NS(=O)(=O)c1ccc(OCC(=O)N2CCN(C)CC2)cc1	21%	21%	-1%	1	-9%	-1%	0%	-2%	6%
34	CO[C@H]1C=C2CCN(C)[C@H]2C2c3cc4c(cc3C(=O)O[C@@H]21)OCO4 (some centres undefined)	-16%[59 µM]	6%	-31%	2	16%	-30%	?	-2%	-23%
35	COc1ccc(CCNC(=O)c2ccc3c(c2)N(Cc2cccc(Cl)c2)C(=O)CS3)cc1OC	?	13%	-16%	-6	21%	-23%	-23%	-5%	11%
36	CSc1ncc(CN2CCCC(C(=O)c3ccccc3SC)C2)cn1 (centres undefined)	-21%	15%	-23%	4	1%[56.9 µM]	-36%	32%[activator]	5%	-15%
37	Cc1ccc(-c2cc(-c3ccccc3)cc(-c3ccccc3)[n+]2-c2ccc(C(=O)O)cc2)cc1	-3%[2.33 µM]	38%[activator]	6%	3	8%	-8%	-1%	-1%	9%
38	O=C(COC(=O)Cc1ccccc1)Nc1ncc(Cl)cc1Cl	-5%[12.7 µM]	34%	1%	-9	-15%	-2%	-16%	1%	5%
39	C[C@]12CCC3C(CC[C@H]4C[C@H](O)CC[C@]34C)C1C[C@H](O)[C@H]2O (some centres undefined)	·	26%	·	7	6%	0%	-3%	6%	-12%
40	CCCCn1c(O)c(C(CC)=NCc2ccc(F)cc2)c(=O)[nH]c1=O	0%[12.7 µM]	7%	4%	0	21%	-21%	?	1%	2%
41	CCOC(=O)C(O)(c1ccc(NC(=O)c2ccc(Cl)c(Cl)c2)cc1)C(F)(F)F (centres undefined)	9%	50%[activator]	-1%	-1	-37%	-4%	104%[activator]	11%	-8%
42	COC(=O)c1ccc(-c2nc(-c3ccc(Br)o3)no2)cc1	?	37%[activator]	2%	-11	-23%	-21%	?	11%	-1%
43	COc1ccc(O)c(CN2CCCC(C(=O)c3sccc3C)C2)c1 (centres undefined)	50µM*	-22%	?	2	-11%	-28%[57.1 µM]	-14%	6%	-2%
44	O=C(c1cccc(C(F)(F)F)c1)C1CCCN(Cc2ncc[nH]2)C1 (centres undefined)	16%[0.501 µM]	42%[activator]	-10%	6	5%	-10%	0%	-3%	-13%
45	COc1ccc(CC2C(=O)N(C)C(=O)N(C)C2=O)c(OC)c1	?	51%	5%	0	-7%	-12%	?	1%	-12%
46	NS(=O)(=O)OC(CCc1ccccc1)C(Cl)(Cl)Cl (centres undefined)	-11%	36%[activator]	-29%	3	9%	-8%	?	5%	0%
47	CSCCC(N=Cc1c(O)n(-c2ccc(F)cc2)c(=O)[nH]c1=O)C(=O)OC(C)(C)C (centres undefined)	8%[59 µM]	28%	6%	2	23%	-12%	0%	2%	1%
48	CCCCNS(=O)(=O)c1ccc(OCC(=O)N2CCN(Cc3ccc4c(c3)OCO4)CC2)cc1	?	31%	-21%	-1	16%	-14%	-25%	-5%	5%
49	CNCCCc1ccccc1	9%[2.33 µM]	40%[activator]	9%	16	19%[11.4 µM]	9%[57.1 µM]	6%	6%	5%
50	COc1cc([C@@H]2c3cc4c(cc3[C@@H](OC)[C@H]3COC(=O)[C@H]23)OCO4)cc(OC)c1O	-26%[12.7 µM]	36%	-27%	0	-4%	-22%	7%	9%	20%
51	COc1ccc2c(c1OC)C(=O)O[C@H]2[C@@H]1c2cc3c(cc2CCN1C)OCO3	-6%&4%[59 µM]	36%	10%	1&0&2	8%[56.9 µM]	-5%	-6%	-1%	8%&-3%

Screens as filed in PubChem BioAssay.
